# FXIa inh mix: blocks human factor XIa in pooled compound mixtures; P03951; purified FXIa, fluorogenic substrate; inhibition, % at 5 µM; 62,000 compounds, 0.19% hits;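 further: each value is inhibition by a whole ten-compound pool holding the compound; 0% = enzyme with no mixture and 100% = wells lacking enzyme; strong numbers were not always called active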
# Target sequence (P03951 19-387 limits assumed): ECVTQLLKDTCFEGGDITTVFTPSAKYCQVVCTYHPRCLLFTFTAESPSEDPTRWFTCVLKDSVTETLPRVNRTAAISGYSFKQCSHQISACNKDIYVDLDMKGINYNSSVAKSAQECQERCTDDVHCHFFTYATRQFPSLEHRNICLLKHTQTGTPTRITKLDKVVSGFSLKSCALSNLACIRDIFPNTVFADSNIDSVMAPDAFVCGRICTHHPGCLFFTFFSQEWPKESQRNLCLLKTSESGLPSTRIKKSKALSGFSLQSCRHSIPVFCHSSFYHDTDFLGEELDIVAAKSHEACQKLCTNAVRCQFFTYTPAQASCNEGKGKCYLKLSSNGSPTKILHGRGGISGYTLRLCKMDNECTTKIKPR
# Target sequence (P03951 388-625 limits assumed): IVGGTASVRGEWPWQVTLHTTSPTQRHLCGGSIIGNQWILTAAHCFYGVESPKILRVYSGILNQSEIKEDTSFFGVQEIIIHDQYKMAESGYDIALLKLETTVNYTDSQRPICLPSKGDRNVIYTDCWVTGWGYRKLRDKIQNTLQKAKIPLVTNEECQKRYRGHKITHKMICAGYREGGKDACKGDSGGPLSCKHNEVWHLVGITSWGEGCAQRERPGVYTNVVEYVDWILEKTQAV
# CatG inh: inhibitors of human cathepsin G. P08311. inhibition, % at 5 µM (by protocol). purified enzyme, AMC-tetrapeptide fluorescence, pooled mixtures. 62,000 compounds, 0.2% hits;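 active means inhibition above 20% in each of the two mixture wells holding the compound; inactive means inhibition of 20% or less in either well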;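 further: 0% = enzyme control without mixture and 100% = blank lacking enzyme; strong numbers were not always called active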
# CatL block: inhibitors of human cathepsin L; P07711; AID 460; inhibition, %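 (tested at 10 µM)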; 58,000 compounds, 0.17% hits; purified cathepsin L, fluorogenic substrate, fluorescence; in the data active means inhibition above about 45%;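 further: 0% = enzyme with no compound and 100% = no enzyme blank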
# ROCK2 inh: inhibitors of human Rho kinase 2; purified ROCK2, Kinase-Glo ATP depletion luminescence; inhibition, % at 6 µM; O75116; AID 604; 60,000 compounds, 0.35% hits;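 active means inhibition above the screen-wide mean inhibition plus 3 SD, cut at about 18% in these data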;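 further: plate controls were DMSO wells for no effect and Y-27632 control wells after no-enzyme background subtraction for full effect; many of its hits are not listed in these tables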
# C1s inh: human complement C1s inhibition; P09871; purified C1s, fluorogenic AMC substrate, pooled mixtures; AID 538; 62,000 compounds, 0.16% hits; mean inhibition % of two 10-compound mixtures (active compounds read high), % at 5 µM (by protocol);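 active means inhibition above 20% in each of the two 10-compound mixture wells holding the compound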;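 further: 0% = enzyme wells lacking compound mixture and 100% = no-enzyme blank wells; some compounds called inactive have numbers as strong as hits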
# FXIIa mix inh: blocks human factor XIIa in pooled compound mixtures; inhibition, % at 5 µM; 62,000 compounds, 0.2% hits; P00748; AID 684; purified FXIIa, fluorogenic substrate;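 further: 0% = enzyme without compound and 100% = no enzyme blank; some results filed as inactive read as strong as hits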
# CatS inh: inhibitors of human cathepsin S; recombinant cathepsin S, AMC dipeptide fluorescence, pooled mixtures; inhibition, %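 (tested at 5 µM per compound within 10-compound mixtures)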; P25774; 62,000 compounds, 0.06% hits; in the data active means inhibition above about 32%, passing the limit was not always enough;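 further: 0% = enzyme without compound and 100% = blank without enzyme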
# PKA inh: blocks human protein kinase A activity; P17612; PKA Kemptide phosphorylation, Kinase-Glo ATP luminescence; inhibition, % at 6 µM; 65,000 compounds, 0.1% hits; AID 524;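 active means inhibition above the screen-wide mean inhibition plus 3 SD, cut at about 21% in these data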; further: many of its hits are not listed in these tables
# JNK3 inh: blocks human JNK3 kinase activity; 60,000 compounds, 0.61% hits; P53779; purified JNK3 kinase activity, HTS; inhibition, % at 8 µM; in the data active means inhibition above about 17%;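 further: 0% = DMSO and 100% = reference inhibitor; many of its hits are not listed in these tables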
# Target sequence (P53779 whole entry, looked up): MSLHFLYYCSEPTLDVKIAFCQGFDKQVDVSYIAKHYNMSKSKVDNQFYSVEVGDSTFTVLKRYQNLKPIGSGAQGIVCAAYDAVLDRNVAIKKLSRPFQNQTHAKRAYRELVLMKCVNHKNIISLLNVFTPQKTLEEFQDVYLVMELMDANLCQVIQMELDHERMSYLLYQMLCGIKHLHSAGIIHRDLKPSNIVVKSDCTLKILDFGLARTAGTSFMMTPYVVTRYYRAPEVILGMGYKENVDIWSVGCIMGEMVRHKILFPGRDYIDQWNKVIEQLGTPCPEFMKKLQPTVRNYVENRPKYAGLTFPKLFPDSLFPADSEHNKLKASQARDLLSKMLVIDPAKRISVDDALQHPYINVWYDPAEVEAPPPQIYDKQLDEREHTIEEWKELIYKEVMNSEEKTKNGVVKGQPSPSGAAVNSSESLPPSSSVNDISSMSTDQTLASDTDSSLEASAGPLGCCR
# An asterisk follows results filed as active; / = not tested or not shown. Unless noted, no stated cut-off is given here; in the data, active means inhibition above about 20% (passing the limit was not always enough); inactive means the rest. Outcome played no part in choosing rows. Share with any hit: about 1.5%.
structure,CatG inh,CatL block,C1s inh,FXIIa mix inh,CatS inh,PKA inh,JNK3 inh,FXIa inh mix,ROCK2 inh
CCOC(=O)c1c(C)nc(-c2ccccc2)nc1NC(=O)C(C)C,3.5,22.7,2.5,14.0,11.6,9.4,4.8,5.5,9.1
O=C(NCc1ccc2c(c1)OCO2)C1CCN(c2ccc(S(=O)(=O)N3CCCC3)cc2)CC1,-6.4,/,-37.7,8.5,-6.5,1.8,/,10.8,/
NC(=O)C1CCCNC1 (centres undefined),-18.3,11.4,-47.6,9.6,-5.2,6.7,3.0,-4.6,5.5
O=C(NC1CCCCC1)N1CCc2[nH]c3ccccc3c2C1,10.1,-7.9,16.6,6.6,13.6,-3.5,-2.7,7.8,-2.4
CCOc1ccc(Oc2nc(NCC(C)C)nc(OC)n2)nn1,9.0,/,10.7,-1.1,14.6,4.8,-0.9,4.2,1.8
Clc1ccccc1OCc1nn2c(-c3ccncc3)nnc2s1,5.6,5.8,7.7,-7.5,-1.2,2.4,2.2,1.6,6.8
O=C(OCc1cc2ccccc2[nH]c1=O)c1ccccn1,7.9,8.1,12.3,0.6,2.9,3.1,3.8,1.2,5.9
Cc1ccc(-c2nc3cc(N)ccc3o2)c(C)c1,5.1,-10.8,-21.5,-16.4,14.9,-0.2,-3.7,-3.0,2.2
COC(=O)COC(=O)CC(CC(N)=O)c1ccccc1 (centres undefined),2.0,7.1,3.1,-17.9,7.8,-3.5,-0.1,6.1,0.9
CCN(CC(=O)Nc1ccc2c(c1)OCO2)Cc1nc2ccccc2c(=O)[nH]1,10.8,19.2,14.6,-0.2,4.8,2.4,-5.1,4.9,3.8
O=c1nc(-c2ccccc2)cn[nH]1,11.2,/,14.1,19.0,10.7,0.1,/,4.9,/
Cc1c(C)n(Cc2ccccc2)c2ncnc(N)c12,-11.0,1.8,-41.4,6.9,-7.5,7.9,-1.1,-0.3,6.9
CCOC(=O)c1cc2c(=O)n3cc(C)ccc3nc2n(Cc2cccnc2)c1=N,0.4,/,-80.1,-3.7,-7.1,6.7,0.2,-14.8,6.2
OCCN(Cc1ccccc1)Cc1ccccc1Cl,9.3,-5.2,10.3,5.6,-5.3,2.4,-9.0,2.9,2.9
Cc1c(C(=O)NC2=NCCS2)oc2ccccc12,8.9,16.8,1.7,5.7,2.9,1.8,-2.5,-0.6,-5.2
O=C(CCN1CCc2ccccc2C1)c1ccc2c(c1)OCCO2,0.5,24.8,-47.9,6.7,-0.8,6.6,-3.6,-3.7,4.4
O=C(Nc1ncc(C(F)(F)F)cc1Cl)C1COc2ccccc2O1 (centres undefined),2.2,-1.6,2.1,-14.5,4.5,9.8,-0.3,2.4,5.9
Cc1ccc(C)c(-n2c(N)c(C(N)=O)sc2=S)c1,-4.3,-1.3,-33.1,5.3,6.7,4.0,-1.8,-5.4,-3.1
Cc1ccc(C(=O)NCC2CCCO2)cc1N1CCCC1=O (centres undefined),2.4,0.3,1.3,2.8,-2.4,-6.3,-5.7,8.5,-3.0
COC(=O)CSc1nnc(SCc2ccccc2)s1,-10.4,/,-13.1,-0.5,16.0,5.3,-1.8,-1.6,1.0
CC(=O)N(c1ccc2oc(=O)sc2c1)S(=O)(=O)c1ccccc1,-2.4,7.9,-5.9,-17.5,8.3,-2.4,1.0,5.5,0.6
O=C(NCCc1ccncc1)C(F)(F)F,7.1,21.3,0.6,15.4,3.6,6.8,7.7,2.0,4.7
O=C(NC1CCCCC1)N1CCCC(c2nc3ccccc3[nH]2)C1 (centres undefined),2.5,-7.0,4.3,10.7,-1.1,-0.3,-5.2,6.1,2.2
Cc1nc2ccccc2c(=O)n1NC(=O)c1ccc(F)cc1Cl,0.9,-5.7,7.7,-0.8,-6.8,-1.5,5.6,9.0,-2.3
COc1cc(N2C(=O)c3ccccc3C2=O)c(Cl)cc1C(=O)OCC(=O)NCc1ccco1,-5.7,1.9,-5.3,8.2,15.7,-4.2,-3.6,3.2,-1.6
CCC(=O)Nc1c(OC(=O)CC)ccc2c(C)cc(=O)oc12,-4.2,2.3,-12.6,11.7,11.4,4.0,-5.7,1.4,-0.9
CCOc1cccc(=O)c2c(C)n(C)c(C)c12,8.5,-10.8,8.2,2.8,-4.0,2.9,3.4,7.0,1.4
CC(C)Sc1nc(N2CCCC2)c2c(c1C#N)CC(C)(C)OC2,15.1,10.8,-20.0,8.5,12.0,-1.8,9.1,8.7,1.6
CN(Cc1cccs1)C(=O)COc1ccc(-c2nnco2)cc1,1.4,-3.3,-2.8,-2.5,-7.1,1.1,1.8,6.1,-1.2
CN(C)C(=O)CSc1nc2ccccc2c(=O)[nH]1,7.3,-3.6,1.1,-7.7,-0.8,9.9,-1.2,11.1,6.1

# (more compounds)
structure,CatG inh,CatL block,C1s inh,FXIIa mix inh,CatS inh,PKA inh,JNK3 inh,FXIa inh mix,ROCK2 inh
COc1ccc(Cl)cc1-n1c(C)cc(C(=O)O)c1C,-1.5,7.7,-2.7,1.4,-1.7,14.8,1.8,-2.5,-6.6
CCOC(=O)c1ccc(CSc2nnc(-c3ccncc3)n2N)cc1,9.4,4.6,9.3,8.8,3.3,5.3,7.2,4.0,11.3
c1coc(CNc2ncnc3nc[nH]c23)c1,4.0,-2.4,-16.6,1.7,0.9,17.2,-3.8,-2.8,25.2*
O=C(Oc1ccccc1)c1ccc(-n2cnnn2)cc1,-3.5,-3.1,-3.8,-21.0,-0.5,9.3,-6.9,5.8,6.1
CCN(CC)CCNC(=O)C(C(=O)c1ccccc1)n1ccccc1=O (centres undefined),11.8,17.5,13.6,-18.1,3.9,-2.0,3.1,5.0,-1.7
COc1ccc(-n2nnnc2SCC(=O)NCCc2ccc(OC)c(OC)c2)cc1,7.5,1.7,7.3,3.6,-6.3,2.9,-10.3,6.5,0.1
CCN(c1ccccc1)S(=O)(=O)c1ccc2[nH]cc(C(=O)NCCOC)c(=O)c2c1,0.5,6.2,0.0,4.0,3.1,-1.2,/,4.3,/
CCCCCn1c(-c2ccco2)nc2nc3ccccc3nc21,-9.9,-52.8,-29.1,-6.4,-3.8,9.3,-2.8,-5.3,6.3
CN(C(=O)CSc1nc2ccccc2n1CCc1ccccc1)C1CCS(=O)(=O)C1 (centres undefined),10.4,/,16.9,-2.3,1.6,4.0,4.2,2.4,2.2
CCn1c(O)c(/C=N/n2cnnc2)sc1=S,8.4,-12.3,15.1,-18.1,3.7,-2.6,1.1,7.2,-0.6
O=C(CCSCc1ccccc1F)N1CCN(c2ccccn2)CC1,-1.6,5.8,-0.8,-24.2,3.0,3.8,-6.1,12.4,1.5
N#Cc1c(-c2ccco2)cc(-c2ccccn2)nc1N,-11.5,-31.4,-57.9,1.7,20.5,8.1,-2.4,-12.7,0.2
CCCc1ccc(Oc2cn[nH]c2-c2ccc(O)c(C)c2O)cc1,-3.6,-0.3,-22.8,8.7,12.8,-4.6,-1.4,-5.4,-3.3
Cc1c(C(=O)O)oc2c1C(O)CCC2 (centres undefined),8.2,20.6,10.5,-10.5,6.0,13.6,0.9,-0.5,5.6
O=C(COc1ccccc1)Nc1nnc(-c2ccc(Cl)s2)o1,0.6,/,-1.6,10.1,12.8,1.5,-0.4,11.6,1.1
Cc1ccc2c(c1)NC(=O)C(CC(=O)NCCCN1CCc3ccccc3C1)O2 (centres undefined),4.9,/,14.8,-2.2,-1.2,-1.7,4.2,8.1,-2.3
O=S(=O)(c1ccccc1)N1C2CCC1CC(O)(c1cccnc1)C2 (centres undefined),-1.1,-3.8,2.0,2.9,-9.5,6.2,-6.0,7.3,1.6
Cc1ccc(NC(=O)c2cc(NC(=O)C3CC=CCC3C(=O)O)ccc2N2CCOCC2)cc1 (centres undefined),-4.1,29.6,-22.1,-11.2,1.2,3.5,-3.6,2.6,8.8
c1ccc(-c2noc(-c3ccc4c(c3)OCO4)n2)nc1,-1.8,-0.4,-2.1,20.9,-2.3,-34.8,5.4,8.1,-44.2
Cc1nnc2sc(-c3cccc(NC(=O)c4ccc(-c5cccc(Cl)c5)o4)c3)nn12,-0.7,10.8,0.5,1.7,6.0,6.4,0.1,10.8,4.8
O=C(Nc1nccs1)c1cc(N2CCOCC2)nc2ccccc12,8.4,-3.6,-6.8,0.5,-0.8,4.9,5.1,-3.7,4.0
O=C(c1ccco1)N1CCN(C(=O)C2CCCO2)CC1 (centres undefined),4.6,3.8,-58.2,0.1,-26.7,6.6,-1.9,-5.7,5.4
O=C(Nc1ccccc1O)c1ccccc1O,11.1,-3.3,-13.2,4.5,-2.1,0.5,8.5,8.4,3.4
CC1CC(C)CN(CCC(=O)Nc2cccc(Cl)c2)C1 (centres undefined),-2.5,7.5,-2.4,9.8,-18.6,/,/,6.3,/
Cc1nn(Cc2ccccc2)c(C)c1NC(=O)CCC(=O)O,-14.2,12.5,-61.2,8.3,11.2,4.2,-1.8,-8.4,0.1
Cc1ccc(NC(=O)c2cc(S(=O)(=O)N3CCC4(CC3)OCCO4)ccc2F)cc1,-15.5,2.4,-13.2,14.5,2.3,-2.3,/,2.0,/
c1ccc(OCCCc2nc(-c3cccnc3)no2)cc1,12.4,6.7,9.7,-15.5,2.6,11.8,-1.8,5.2,9.9
COc1cccc(-n2c(SCC(=O)O)nnc2-c2cccnc2)c1,-32.5,-1.5,-86.6,0.3,-52.1,-5.1,-3.5,-47.7,0.0
Cc1ccc(OCc2nn3c(-c4n[nH]c5c4CCC5)nnc3s2)cc1,-6.6,2.2,-5.2,-19.6,7.7,1.9,3.9,3.5,-0.8
COc1ccccc1N1CCN(C(=O)c2ccc(N3CCCC3=O)cc2)CC1,1.9,24.5,-1.0,13.9,0.6,8.1,/,1.0,/

# The list goes on.
structure,CatG inh,CatL block,C1s inh,FXIIa mix inh,CatS inh,PKA inh,JNK3 inh,FXIa inh mix,ROCK2 inh
CC(=O)N1CCc2cc(Br)cc(S(=O)(=O)N3CCN(c4ccccn4)CC3)c21,-1.2,-2.5,-1.3,11.9,4.1,11.4,2.1,0.2,5.6
CCOC(=O)c1c(NC(=O)C2CCCN2S(=O)(=O)c2cccc3nsnc23)sc(C)c1C (centres undefined),-0.6,/,-27.6,2.6,-4.1,5.5,3.0,7.9,4.4
CCCC1(C(=O)O)NC(c2ccccc2O)C2C(=O)N(c3cccc(Cl)c3)C(=O)C21 (centres undefined),2.2,2.8,0.8,0.6,-2.3,-3.0,-0.3,8.2,-0.1
CCNc1nc(N)nc(Oc2ccc(OCC)nn2)n1,9.0,2.7,10.9,0.5,0.0,12.4,-1.9,3.5,3.5
CC(C)(C)NC(=O)C1N(c2cccnc2)C(=O)C2C(C(=O)Nc3ccccc3)C3(C)C=CC21O3 (centres undefined),8.2,-3.3,3.4,16.9,0.8,6.5,-7.9,-2.0,2.2
CCCCN1C(=O)C(O)(CC(=O)c2c(C)n[nH]c2C)c2cc(Br)ccc21 (centres undefined),12.1,0.9,11.2,5.9,-2.5,4.7,0.0,4.5,4.6
CCN(CC)c1nc(N(CC)CC)[nH]c(=O)n1,8.8,-1.4,11.2,4.7,8.0,5.5,-11.3,0.0,2.5
COC(=O)Nc1ccc(S(=O)(=O)N(CCO)CC(F)(F)C(F)F)cc1,-1.7,-7.9,0.4,2.9,-5.8,8.9,-3.9,-3.6,9.6
COC(=O)COc1ccc(Oc2nc(SC)nc(N(C)C)n2)nn1,/,-21.1,/,/,/,4.2,-1.2,/,11.3
O=C(NCc1nc(-c2ccccc2)no1)c1ccc(Br)o1,0.6,10.3,2.6,2.8,17.8,-6.7,2.2,7.6,-3.0
N[C@@H](Cc1ccccc1)c1nnc(SCc2ccccc2F)o1,6.8,28.8,9.0,6.2,3.9,-2.2,/,8.8,/

# Compound activity (PubChem BioAssay)
